Nrf2 ARE act = activators of Nrf2 (ARE) signaling. AREc32 ARE-luciferase reporter (MCF7-derived line), luminescence, 24 h. Potency, µM (highest dose often 46.1 µM), for the others: at the highest dose activation, usual class: activators. 0.31% of 410,000 active. AID 624171; further: % of control where 0% means no effect; nearly all actives have a fitted effect of over 65% in size
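Nrf2 activation is followed as ARE-luciferase induction in the AREc32 line after one day of compound treatment; luminescence is read with Steady-Glo.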
Nrf2 inh = blocks Nrf2 signaling; A549 ARE-Fluc reporter, luciferase luminescence, 18-24 h; Potency, µM (highest dose often 46 µM), without a hit: top-dose activity change, negative = inhibition, hits mostly inhibitors; 2.1% of 360,000 active; further: on the % scale 0 is the no-effect control and ±100 the full control effect; nearly all actives have a fitted effect of over 60% in size
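Nrf2 function is reported as luminescence of an ARE-controlled luciferase in A549 cells. Compounds were tested at several concentrations, and a CellTiter-Fluor read on the same wells flagged cytotoxicity.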
A549 tox = A549 cytotoxicity, counter-screen for Nrf2 inhibitors. A549 ARE-Fluc cells, CellTiter-Fluor viability, 18-24 h. Potency, µM (doses to about 46 µM), for inactives: top-dose activity change, negative = cytotoxicity, actives largely listed as inhibitors. 0.16% of 390,000 active. AID 504648; further: on the % scale 0 is the no-effect control and ±100 the full control effect
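A549 ARE_Fluc cells in 5% FBS OPTI-MEM were exposed to compounds in concentration-response for 18-24 h at 37 deg C. Viability was read by CellTiter-Fluor fluorescence (Ex 405/Em 525) after 30 min, before the luciferase read.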
ATXN viability = reduces viability in counter-screen for ATXN expression inhibitors; S2 cells (HEK-293 line with an ATXN2-luciferase reporter) viability, CellTiter-Fluor protease fluorescence, 24 h; Potency, µM (top dose mostly 56.7 µM), actives largely listed as cytotoxic; 0.49% of 400,000 active; further: nearly all actives have a fitted effect of over 40% in size
ATXN2 expr inh = ATXN2 expression inhibition; HEK-293 ATXN2-luciferase reporter, luminescence, 24 h; Potency, µM (doses to about 57 µM), inactives show at the top dose activity change, negative = inhibition, actives largely listed as inhibitors; 0.72% of 360,000 active; further: on the % scale 0 is the no-effect control and ±100 the full control effect; nearly all actives have a fitted effect of over 55% in size
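ATXN2-luciferase reporter cells (luciferase flanked by upstream and downstream ATXN2 gene portions) were treated 24 h at 37 °C with compounds at up to 57 uM. SteadyGlo luminescence gave expression; GF-AFC fluorescence gave viability.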
MCF10A rerep = DNA re-replication induction in MCF 10a cells | MCF 10A DNA re-replication, Hoechst nuclear intensity, 48 h | Potency, µM (doses to about 46.1 µM), without a hit: top-dose activity, positive = re-replication, most hits filed as activators | 2.9% of 350,000 active; further: % of control where 0% means no effect; nearly all actives have a fitted effect of over 50% in size
TGFb inhibitor = TGF-b pathway inhibition; 1.2% of 410,000 active; AID 588855; Potency, µM (series often up to 46.1 µM), inactives show at the highest dose activity, negative = inhibition, most hits filed as inhibitors; HepG2 CAGA-GFP TGF-b/SMAD3 reporter, GFP fluorescence, 18 h; TGF-beta stimulated, 500 pg/mL final; further: on the % scale 0 is the no-effect control and ±100 the full control effect; nearly all actives have a fitted effect of over 65% in size
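Using HEPG2 CAGA-GFP reporter cells at 1000 cells/well, we pinned test compounds, stimulated with recombinant TGF-beta (500 pg/mL final) and measured total well GFP after 18 h.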
HepG2 tox = HepG2 cytotoxicity, counter-screen for TGF-b inhibitors | HepG2 CAGA-GFP viability, ATP luminescence, 18 h | Potency, µM (doses to about 46.1 µM), without a hit: at the highest dose activity change, negative = cytotoxicity, hits mostly cytotoxic | 0.76% of 410,000 active; further: some results filed as inactive show a strong effect at the top dose
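HepG2 CAGA-GFP cells (1000/well, DMEM with 1% FBS) received compound, then TGF-beta at 500 pg/mL final, and were incubated 18 hours at 37 degrees C. Viability was read by CellTiter-Glo luminescence. Media-only wells were set as complete cell-killing and DMSO as no toxicity.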
EPAC2 antagonist = blocks human EPAC2 exchange factor | Potency, µM (titrated, usually from 114 µM), inactives show at the top dose activity, negative = inhibition, most hits filed as inhibitors | Q8WZA2 | 0.18% of 360,000 active | EPAC2 GEF exchange of Rap1B-BODIPY-GDP, fluorescence; further: on the % scale 0 is the no-effect control and ±100 the full control effect; nearly all actives have a fitted effect of over 45% in size; many of its hits are not listed in these tables
Target sequence (Q8WZA2 whole entry, looked up): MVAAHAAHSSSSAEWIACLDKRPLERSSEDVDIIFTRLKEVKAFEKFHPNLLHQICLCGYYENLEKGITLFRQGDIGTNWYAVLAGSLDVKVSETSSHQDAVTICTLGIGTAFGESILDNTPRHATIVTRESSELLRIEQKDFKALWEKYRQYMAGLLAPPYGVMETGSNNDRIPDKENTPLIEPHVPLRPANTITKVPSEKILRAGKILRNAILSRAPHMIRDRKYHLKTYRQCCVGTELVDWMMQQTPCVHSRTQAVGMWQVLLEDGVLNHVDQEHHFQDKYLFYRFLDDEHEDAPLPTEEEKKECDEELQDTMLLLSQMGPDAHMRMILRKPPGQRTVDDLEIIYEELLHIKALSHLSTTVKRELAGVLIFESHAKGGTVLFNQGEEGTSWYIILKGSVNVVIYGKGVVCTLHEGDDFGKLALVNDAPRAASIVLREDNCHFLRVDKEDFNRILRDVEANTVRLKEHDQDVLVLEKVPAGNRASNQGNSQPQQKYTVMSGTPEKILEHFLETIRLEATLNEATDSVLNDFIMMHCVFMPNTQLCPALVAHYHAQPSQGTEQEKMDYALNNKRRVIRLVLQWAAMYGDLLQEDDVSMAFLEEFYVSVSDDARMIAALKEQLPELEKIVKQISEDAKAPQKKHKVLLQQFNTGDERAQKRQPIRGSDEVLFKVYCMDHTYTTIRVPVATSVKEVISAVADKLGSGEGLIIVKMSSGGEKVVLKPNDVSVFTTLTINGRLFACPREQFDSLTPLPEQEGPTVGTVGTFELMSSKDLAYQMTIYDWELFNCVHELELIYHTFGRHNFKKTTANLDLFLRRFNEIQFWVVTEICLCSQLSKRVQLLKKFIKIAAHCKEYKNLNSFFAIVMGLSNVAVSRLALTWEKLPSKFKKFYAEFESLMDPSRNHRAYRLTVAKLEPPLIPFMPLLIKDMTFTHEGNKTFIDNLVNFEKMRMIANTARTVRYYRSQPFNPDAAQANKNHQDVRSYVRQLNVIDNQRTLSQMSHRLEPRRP
An asterisk follows results filed as active; i = inactive; ? = inconclusive; . = no result given; & = joins results of further samples; [ ] = remark or other dose. The call rests on the fitted dose curve; in most records, active means well fitted curve in the direction sought with a large enough effect; inconclusive means small, poorly fitted or top-dose-only effect, or another doubt; inactive means no such curve, though single readings can be large; an effect the other way counts as inactive or inconclusive. Potency means the concentration at half of the fitted maximal effect.

SMILES	Nrf2 ARE act	Nrf2 inh	A549 tox	ATXN viability	ATXN2 expr inh	MCF10A rerep	TGFb inhibitor	HepG2 tox	EPAC2 antagonist
O=C(O)COc1ccc(/C=C/C(=O)c2ccc(C3CCCCC3)cc2)cc1	?	1%	1%	i	10%	?	1%	-9%	-6%
O=C(Cc1ccccc1)Nc1cccc([N+](=O)[O-])c1	?	11%	-2%	i	3%	-10%	-9%	-14%	-7%
CN1CCN(c2ccc(NC(=S)NC(=O)c3cccc4c(Br)cccc34)cc2)CC1	0.2%	-14%	0%	i	-12%	3%	0%	-17%	4%
CCOC(=O)NC1(C(F)(F)F)NC(=O)N(Cc2ccco2)C1=O (configuration not stated)	0.3%	.	-2%	i	4%	4%	-19%	-11%	-2%
CC(=NNC(=O)c1cccc(S(=O)(=O)N2CCCC2)c1)c1ccccc1	-0.4%	11%	3%	i	0%	-3%	?	-1%	26%
Cn1nnnc1SCCCNCc1cc(Cl)ccc1OCc1ccccc1	0.3%	-19%	-6%	i	-25%	.	?	-43%	.
COc1ccc(/C=N/Nc2nc(Nc3ccccc3)nc(N3CCCCC3)n2)cc1OC	0.5%	-18%	2%	i	34%	9%	22%	-15%	-4%
CCn1c(SCC(=O)C(C)(C)C)nnc1-c1cnccn1	0.0%	0%	11%[1.84 µM]	i	4%	5%	-1%	-40%	-8%
CCOc1ccc(NC(=O)CCSc2ccc3ccccc3n2)cc1	0.0%	5%	3%	i	6%	16%	-20%	-13%	-6%
CCC1(c2ccccc2)NC(=O)N(CC(=O)N(c2ccccc2)C2CCS(=O)(=O)C2)C1=O (configuration not stated)	1.6%	6%	2%	?	0%	2%	-16%	11%	5%
Cc1ccc(Nc2nc(C)cc(C)c2C(N)=O)c(C)c1	0.6%	4%	1%	i	.	5%	?	-21%	4%
COCCN(Cc1nc(C(c2ccccc2)c2ccccc2)no1)C(C)C	0.1%	?	8%	i	1%	1%	6%	-3%	-15%
COc1ccc(C2=NN(c3nc4ccccc4s3)C(=O)C2)cc1	2.1%	?	?	i	?	15%	?	-25%	-10%
O=S(=O)(Nc1cccc(-c2ccc(N3CCCCCC3)nn2)c1)c1ccccc1F	2.8%&18%	3%	-9%&-3%	?	55%&38%[activator]	5%	-1%&3%	-23%&5%	-3%
Nc1ccc(C(=O)N/N=C/c2ccc(N3CCOCC3)s2)cc1	0.7%	?	-21%	i	.	-3%	1%	-36%	0%
COc1ccc(C(=O)NCC23C=CC(O2)C2C(=O)N(Cc4ccccc4)C(=O)C23)cc1 (configuration not stated)	0.4%	?	.	i	-8%	1%	-13%	-6%	9%
O=C(NCCCN1CCOCC1)c1cc2c(s1)CSC2	-0.4%	4%	5%	i	14%	4%	15%	3%	9%
COc1cc2c(-c3ccc4[nH]ccc4c3)c(-c3ccc(C#N)cc3)oc(=O)c2cc1OC	6.4%	?	1%	i	-16%	?	-19%	4%	-8%
COc1ccc2c(CSc3nc4nc(C)cc(C)n4n3)cc(=O)oc2c1	2.4%	12%	19%	i	-6%	4%	16%	-14%	12%
CCOc1ccc(N2CC(C(=O)NCCN3C(=O)S/C(=C/c4cccnc4)C3=O)CC2=O)cc1 (configuration not stated)	-0.5%	11%	-11%	i	2%	2%	-14%	2%	-2%
CC1CCCC(NC(=O)C2CCN(S(=O)(=O)N3CCOCC3)CC2)C1C (configuration not stated)	-0.8%	4%	4%	i	1%	1%	-23%	-1%	-4%
COc1ccc(C(=O)Nc2cccc([N+](=O)[O-])c2)cc1Br	2.9%	?	-24%	?	-31%	5%	7%	-3%	9%
Cc1ccc(OCc2nc(C#N)c(NCCCn3ccnc3)o2)cc1	0.4%	-20%	0%	i	-1%	12%	0%	-45%	-2%
COc1ccc(SCCC(=O)NCc2ccncc2)cc1	0.0%	-6%	4%	i	4%	2%	-5%	-2%	7%
Cc1ccc(-n2ncc(C(=O)NCCN3CCOCC3)c2C2CCN(C(=O)OC(C)(C)C)CC2)c(C)c1	0.2%	-1%	7%	i	-10%	.	-11%	-31%	.
N#CCC(=O)Nc1ccc(C(=O)NCCc2c[nH]c3ccccc23)cc1	-0.4%	?	8%	i	-2%	16%	-3%	-7%	8%
CC(=O)COc1cc(C)cc2oc(=O)c(C)c(C)c12	0.6%	-20%	2%	i	1%	?	6%	6%	7%
Cc1cn2c(=O)c(S(=O)(=O)N3CCN(c4cc(Cl)ccc4C)CC3)c(C)nc2s1	-0.7%	16%	-5%	.	.	.	16%	1%	.
CCN(CC)S(=O)(=O)c1cccc(NC(=O)COC(=O)c2cccs2)c1	0.0%	1%	-2%	i	3%	?	27%	-13%	5%
O=C(c1ccccc1)N1c2nc(-c3ccco3)nn2C2(CCCCC2)[C@@H]2CCCC[C@@H]21	0.3%	14%	-16%	.	.	.	?	-7%	.
CCCc1nc2c(c(=O)c3ccccc3n2C)c(=O)n1C1CCCCCC1	-0.6%	23µM*	-25%	i	?	15µM*	1%	0%	8%
Cc1nc(NC2=NCN(CCCN3CCOCC3)CN2)nc2c(C)cccc12	19%	9%	-9%	?	?	?	16µM*	-25%	4%
COc1ccc(CNC(=O)CN(c2ccc(OC)cc2)S(=O)(=O)c2c(C)nn(C)c2C)cc1	-0.7%	3%	-3%	i	1%	-3%&-24%	6%	8%	10%
c1ccc2c(c1)NC1(CCCC1)n1c-2nc2ccccc21	6.4%	-25%	0%	i	13%	-10%	-18%	-22%	0%
C=CCc1ccc(OCCCCNC2CCCC2)c(OC)c1	1.0%	?	-6%	i	2%	?	4%	6%	-4%
Cc1ccc(CNC(=O)c2ccc3c(c2)NC(=O)C(CS(=O)(=O)Cc2ccc(F)cc2)N3)cc1 (configuration not stated)	-1.3%	0%	-7%	.	.	.	-17%	-14%	.
O=C(CSc1nnnn1-c1ccc(O)cc1)c1ccc(F)cc1	3.8%	?	22%	i	.	?	-28%	-3%	0%
COc1ccc(C(=O)NCC(=O)NCC(c2ccco2)N(C)C)cc1OC (configuration not stated)	0.9%	20%	15%	i	-8%	1%	-4%	-6%	6%
O=C(Nc1ccc(N2CCCC2)cc1)c1ccccc1F	0.8%	?	9%	i	37%[activator]	?	-14%	-11%	1%
COc1ccc(C=C2NC(=S)NC2=O)cc1	0.2%	-7%	1%	i	7%	5%	4%	-5%	3%
Cn1nnc2c(N3CCN(c4cccc(Cl)c4)CC3)ncnc21	-0.5%	.	1%	.	.	.	2%	1%	.
O=C(NCC12CC3CC(CC(C3)C1)C2)c1cc2nc(-c3ccc(F)cc3)cc(C(F)(F)F)n2n1	-0.3%	.	-4%	i	11%	.	3%	4%	.
CCC1CCCCN1S(=O)(=O)c1ccc(NC(=O)C2CCN(C(=O)c3ccco3)CC2)cc1 (configuration not stated)	0.4%	-27%	-1%	i	-10%	1%	?	4%	2%
Cc1cccn2cc(-c3cccc(S(=O)(=O)N4CC(C)OC(C)C4)c3)nc12 (configuration not stated)	-0.1%	1%	10%	i	.	-5%	1%	-8%	2%
CCOC(=O)c1c(C)sc(Sc2ccc(Cl)cc2[N+](=O)[O-])c1OC	-0.7%	.	3%	i	-13%	4%	-6%	0%	-5%
Cc1ccsc1C(=O)OCC(=O)NCc1cccs1	4.5%	.	.	i	.	.	8%	5%	7%
COc1ccc(CNC(=O)C(=O)Nc2c3c(nn2-c2ccccc2)CSC3)cc1	3.5%	.	7%	i	-4%	.	14%	-2%	.
O=C(NCCn1ccc2ccccc21)c1ccc(Cl)cc1	1.2%	?	0%	i	54%[activator]	.	?	-40%	.
COc1ccc(-c2cc(=O)oc3cc4occ(C)c4cc23)cc1	1.2%	?	-7%	i	10%	?	-25%	3%	11%
CN(CC(=O)NCC(c1ccccc1)N1CCCC1)S(=O)(=O)c1ccc(Cl)cc1 (configuration not stated)	0.4%	14%	-5%	i	1%	14%	-7%	-16%	3%
CSc1ncccc1C(=O)OCC(=O)c1cccc(Br)c1	5.4%	-33%	4%	i	6%[11.3 µM]	-7%	9%	-1%	-2%
O=C1OC(c2ccco2)=N/C1=C\c1ccc(-c2cccc(C(F)(F)F)c2)o1	10%	7%	-1%	?	.	14%	15%	2%	171%[activator]
O=C1C2C3C=CC(C3)C2C(=O)N1Nc1ccc([N+](=O)[O-])cc1[N+](=O)[O-] (configuration not stated)	-0.5%	6%	-8%	i	-36%	?	2%	5%	2%
CCC(CC)c1nnc(NC(=O)CN2C(=O)c3ccccc3C2=O)s1	0.2%	-4%	0%	i	-1%	-5%	-4%	2%	1%
COc1ccc(-c2cn3nc(N4CCC(C(=O)Nc5ccccc5OC)CC4)sc3n2)cc1	4.2%	14%	-4%	.	.	.	0%	-17%	.
Cc1ccccc1/C=N/NC(=O)Cn1cnc([N+](=O)[O-])n1	-0.8%	8%	0%	i	2%	9%	0%	-3%	8%
Cc1cccc(C)c1NC(=O)CSc1nc2ncccc2o1	0.1%	21%	-1%	i	1%	.	32%	-1%	.
Cc1ccc(CCNC(=O)c2ccc(CNS(=O)(=O)c3ccc(C)cc3)cc2)cc1	-0.8%	.	1%	i	0%	.	25%	-9%	.

Complete entries, looked up by structure.
O=C1C2C3C=CC(C3)C2C(=O)N1Nc1ccc([N+](=O)[O-])cc1[N+](=O)[O-] (configuration not stated) in the list: Nrf2 ARE act: -0.5%; Nrf2 inh: 6%; A549 tox: -8%; ATXN viability: i; ATXN2 expr inh: -36%; MCF10A rerep: ?; TGFb inhibitor: 2%; HepG2 tox: 5%; EPAC2 antagonist: 2%
COc1ccc(-c2cc(=O)oc3cc4occ(C)c4cc23)cc1 in the list: Nrf2 ARE act: 1.2%; Nrf2 inh: ?; A549 tox: -7%; ATXN viability: i; ATXN2 expr inh: 10%; MCF10A rerep: ?; TGFb inhibitor: -25%; HepG2 tox: 3%; EPAC2 antagonist: 11%
Cc1ccccc1/C=N/NC(=O)Cn1cnc([N+](=O)[O-])n1 in the list: Nrf2 ARE act: -0.8%; Nrf2 inh: 8%; A549 tox: 0%; ATXN viability: i; ATXN2 expr inh: 2%; MCF10A rerep: 9%; TGFb inhibitor: 0%; HepG2 tox: -3%; EPAC2 antagonist: 8%

Screens (PubChem BioAssay)

This is a subset; the hit share may differ from the screen's.
